# Dynein transport: inhibitors of GR-EGFP nuclear translocation, primary screen, dynein cargo transport inhibitor project, imaging, high-content, 3617.4 mouse cells; test concentration mostly 20 µM; stimulated with dexamethasone, 1 µM; hits give low values; z-score, hits read low; actives 0.47% (n = 220,000);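 active means plate z-score of nuclear minus cytoplasmic receptor signal below a set negative limit, without overly bright fluorescence or cell loss, cut at about -3.5 in these data, passing the limit was not always enough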;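 further: z-score of nuclear minus cytoplasmic ring GR-EGFP intensity difference per well; some compounds called inactive have numbers as strong as hits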
#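 Buffer or medium: tetracycline-free induction medium containing charcoal-stripped FBS / Reagent: dexamethasone agonist, 1.0 µM final, for 30 min / Technique: automated 10x imaging of fixed Hoechst-stained cells / Times: induction 48 h, compound 1 h, agonist 30 min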
# bCat nuc transl: modulators of beta-catenin nuclear translocation, primary screen, imaging, HeLa cells, immunofluorescence, high-content; AID 1665, 2009; actives 0.3% (n = 190,000); nuclear translocation activity, % at 5 µM;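 active means nuclear translocation activity above 50% at 5 µM, with a well cell count of 50 or more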;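 further: per-cell ratio of nuclear to cytoplasmic median beta-catenin stain intensity; plate controls were DMSO negative control for no effect and GSK-3 inhibitor IX positive control for full effect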
#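 System: Human HeLa cells, endogenous beta-catenin | Compound dosing: 5 µM primary, 0.02–20 µM confirmation | Timing: 24 h compound exposure at 37°C, 5% CO2 | Measured by: Fluorescence imaging of beta-catenin antibody stain plus DAPI | Read-out basis: % activation of per-cell nuclear versus cytoplasmic median beta-catenin signal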
# MT stabilizer: microtubule stabilizers in HeLa cells, primary screen, imaging, high-content imaging | HeLa tubulin immunostaining HCS, 24 h; share of cells brighter than vehicle mean+2SD | % tubulin-high responders, % at 10 µM | actives 0.83% (n = 200,000) | AID 2205, 2009;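 active means plate Z-score above 3 for both tubulin-high and condensed-nucleus cell shares, with cell loss under 80%, at 10 µM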;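 further: anti alpha tubulin signal scored within the nucleus-defined area of each cell; some results filed as inactive read as strong as hits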
# PMI inhibition: human PMI inhibitors, high substrate, primary screen, biochemical, fluorescence intensity, high mannose 6-phosphate (AID 1220) | actives 0.66% (n = 190,000) | inhibition, % at 20 µM; hits with a dose series show IC50 in µM | recombinant PMI enzyme, coupled fluorescence intensity; higher % means a stronger effect | Mannose-6-phosphate isomerase (Homo sapiens)
# WT yeast gro inh: growth inhibition of WT strain, primary screen, mitochondrial fusion inhibitor project, WT and mutant strains, chemical genetic. mitochondrial fusion phenotypic screen. inhibition, % at 10 µM. actives 2.1% (n = 190,000). AID 1362, 2008; in the data active means inhibition above about 58%; tested in S. cerevisiae
# Autophagy mod: autophagy modulators in MEF cells, primary screen, imaging, high-content, MEF GFP-LC3; actives 0.98% (n = 190,000); MEF GFP-LC3 puncta imaging; test concentration mostly 10 µM; calls only at 10 µM (by protocol);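 active means percentage of spot-positive cells more than 3 SD above its plate mean, without a fluorescence outlier flag or 80% toxicity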;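 further: spot-positive cell cutoff set from DMSO-treated cells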
# PMI inhibitors: inhibitors of human PMI, primary screen, biochemical, fluorescence intensity, coupled assay (AID 1209); purified PMI enzyme, coupled fluorescence intensity; higher % means a stronger effect; one-dose inhibition, % at 20 µM; IC50 in µM for titrated hits; actives 0.42% (n = 190,000);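 further: plate controls were DMSO vehicle for no effect and wells lacking substrate for full effect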
# Yfh1-depleted yeast: enhancers of respiration in Yfh1-depleted yeast, dose response, Friedreich's ataxia, plus single-dose screen (AID 1465). S. cerevisiae Yfh1-off respiration, WST-1 reduction, 72 h; higher fold induction means a stronger effect. fold induction at 50 µM; hits with a dose series show EC50 in µM. actives 0.074% (n = 220,000);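 active means fold induction of absorbance versus untreated yeast above a set limit, then at least 30% activation at any dose in follow-up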;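 further: activators that raise dye reduction in frataxin-depleted yeast; strong numbers were not always called active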
# Insulin prom up: insulin promoter activators in MIN6 cells, imaging, high-content screening, mouse beta cells. MIN6 insulin promoter-GFP reporter; hits give high values. z-score at 5 µM. actives 0.3% (n = 190,000). AID 1625, 2009;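 active means z-score above 3 at 5 µM with at least 500 cells counted in the well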
# WT yeast gro inh mutant strain: recorded beside WT yeast gro inh, whose call it bears; inhibition, %; mitochondrial fusion phenotypic screen, mutant strain inhibition
# Dynein transport cytoplasmic EGFP: recorded beside Dynein transport, whose call it bears; z-score; measured here: cytoplasmic GR-EGFP intensity; hits give high values
# Dynein transport nuclear GR-EGFP: further read-out of Dynein transport, marked with its call; z-score; measured here: nuclear GR-EGFP intensity;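 lower value marks the stronger effect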
# Dynein transport cell count: also measured in Dynein transport; calls as there; z-score; measured here: cell count per field
# Insulin prom up cell count: second read-out of Insulin prom up, no call of its own (marks repeat the call); cell count; measured here: cytotoxicity, nuclei count;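 total cells summed across four imaged fields per well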
# bCat nuc transl cell count 5 µM: also measured in bCat nuc transl; calls as there; cell count; measured here: cell count, cytotoxicity flag
# MT stabilizer Hoechst-high %: recorded beside MT stabilizer, whose call it bears; % Hoechst-high responders; measured here: nuclear condensation Hoechst responders;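 share of cells brighter than vehicle mean plus two SD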
# MT stabilizer cytotoxicity %: further read-out of MT stabilizer, marked with its call; toxicity, %; measured here: cytotoxicity by cell density;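 0% = mean cell density of plate MIN control wells and 100% = no cells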
# Autophagy mod cell loss 18 h: further read-out of Autophagy mod, marked with its call; toxicity, %; measured here: cell loss, nuclei count;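 cell loss after 18 h compound exposure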
# The depositor's hits bear a star; i = inactive; / = no result given. Unless noted, no stated cut-off is given here; in the data, active means inhibition above about 50%; inactive means the rest.
SMILES,Dynein transport,Dynein transport cytoplasmic EGFP,Dynein transport nuclear GR-EGFP,Dynein transport cell count,bCat nuc transl,bCat nuc transl cell count 5 µM,MT stabilizer,MT stabilizer Hoechst-high %,MT stabilizer cytotoxicity %,PMI inhibition,WT yeast gro inh,WT yeast gro inh mutant strain,Autophagy mod,Autophagy mod cell loss 18 h,PMI inhibitors,Yfh1-depleted yeast,Insulin prom up,Insulin prom up cell count
O=C1C(=O)N(CC2CCCO2)C(c2ccco2)/C1=C(/O)c1ccc(F)cc1 (stereo unspecified),-0.61,-0.072,-0.19,0.35,-0.2,1483,3.0,2.2,6.6,2%,-6,1,i,3,-14%,i,-0.4,1407
O=C(O)CC12CC3CC(C1)CC(n1ncc(NCc4ccco4)c(Cl)c1=O)(C3)C2,-0.1,-0.24,-0.086,0.51,-1.0,1419,/,/,/,/,/,/,/,/,/,i,-0.09,925
NC(=O)c1ccc(-n2nnnc2SCC(=O)Nc2ccccc2-c2ccccc2)cc1,0.13,0.087,-0.021,-1,-1.6,1062,3.3,1.8,11,20%,-12,-7,i,-19,20%,i,-2.3,591
Cc1ccc(S(=O)(=O)c2nnn3c2nc(N2CCCCC2)c2ccccc23)cc1,-0.044,-0.18,0.66,-1.7,2.6,481,1.5,2.8,4.9,-6%,7,-12,i,-12,-4%,i,0.98,1139
COc1ccc2c(c1)Cc1sc(NC(=O)c3cccs3)nc1-2,-0.072,-0.24,-0.15,0.012,-0.7,1013,2.6,2.9,1.5,17%,1,12,i,-7,24%,i,1.3,1267
CC(C)CCOC(=O)C1C2C=CC3(CN(Cc4cccs4)C(=O)C13)O2 (stereo unspecified),0.2,-0.025,0.48,-0.83,-2.6,1225,8.7,1.7,4.8,6%,10,-1,/,/,5%,i,0.24,1911
COc1ccc(N(CC(=O)Nc2cccc(OC)c2)S(=O)(=O)c2c(C)nn(C)c2C)cc1,0.0066,-0.21,0.066,0.79,2.2,1317,4.0,2.6,9.7,10%,4,0,i,-6,-2%,i,-0.26,1670
CCOC(=O)c1c(NC(=O)C2CC(Cl)=CCC2C(=O)O)sc2c1CC(C)(C)OC2 (stereo unspecified),-0.45,-0.23,-0.44,0.72,0.3,1442,2.0,2.8,0.5,3%,-28,-9,i,-9,-2%,i,/,/
O=C(O)CC(NC(=O)Cc1ccccc1)c1cc([N+](=O)[O-])ccc1Cl (stereo unspecified),0.73,-0.22,0.41,0.11,0.2,1056,1.4,2.1,5.8,-5%,5,3,i,15,-19%,i,/,/
COc1ccccc1NC(=O)C(C)N1CCN(C/C=C/c2ccccc2)CC1 (stereo unspecified),-0.97,-0.2,-0.39,1.4,-3.0,719,1.9,1.6,11,2%,11,36,i,4,-5%,/,-1.2,869
CC(C)=N/N=C1/NC(=O)C(CC(=O)Nc2cc(Cl)ccc2C)S1 (stereo unspecified),-0.037,-0.28,-0.44,-0.062,1.2,490,3.4,4.4,7.6,1%,-3,-12,i,-3,1%,i,-0.59,1068
COc1cc(NC(=O)CSCc2cnn(-c3ccccc3)c2-n2cccc2)cc(OC)c1,1.5,-0.31,0.93,-0.43,0.0,1173,1.2,0.6,3.6,14%,30,8,i,0,4%,i,/,/
O=C(O)c1nnn(-c2cc(C(F)(F)F)cc(C(F)(F)F)c2)c1-c1ccccc1,-0.56,-0.24,-0.47,0.58,7.1,887,/,/,/,/,/,/,/,/,/,i,-0.24,1342
O=C(CSCc1c(Cl)cccc1Cl)NN1C(=O)c2ccccc2C1=O,-0.36,-0.25,0.37,1.6,-0.2,1354,3.3,2.5,6.6,26%,25,-1,i,-29,-1%,i,-0.02,1727
CC(C)C(NC(=O)c1ccccc1)C(=O)NCCc1ccccc1 (stereo unspecified),0.78,-0.36,0.4,0.49,-6.1,1118,1.5,1.2,6.9,10%,-9,-4,i,-12,16%,i,0.75,1668
NC(=O)c1ccc(-n2nnnc2SCc2ccccc2)cc1,0.052,-0.035,0.34,-0.07,-0.1,1101,4.6,3.1,0.6,-1%,7,-3,i,14,3%,i,0.42,1078
CCOC(=O)Cc1c(C)nc2c(-c3ccccc3)c(C)[nH]n2c1=O,1.4,-0.05,0.68,-1.9,/,/,2.9,1.2,7.5,-11%,4,-7,i,10,-7%,i,/,/
COc1cc(/C=N/NC(=O)c2ccc(CN(C)S(=O)(=O)c3ccc(C)cc3)cc2)ccc1O,0.21,-0.34,-0.034,-0.62,-1.5,1018,2.4,2.2,5.3,4%,1,2,i,-1,6%,i,-1.1,1322
CCOC(=O)Cn1c(=O)c2c(nc3n2CCN3Cc2ccccc2)n(C)c1=O,1.2,-0.1,1,-1.8,-4.1,1089,3.7,3.6,9.1,10%,-17,-4,i,3,1%,i,0.17,1157
CC1=CCC(C(=O)O)(C(=O)N/N=C/c2cccnc2)C(c2ccccc2)C1 (stereo unspecified),0.9,-0.28,0.046,-0.77,-5.1,1145,3.6,2.2,13,7%,-17,11,i,5,1%,i,0.14,1644
O=C(Nc1cccc(F)c1)NC1(C(=O)N2CCOCC2)CCCCC1,-0.57,-0.23,-0.52,0.36,-2.9,1034,3.8,2.5,13,8%,-4,1,i,0,0%,i,1.6,922
Cn1cnnc1SCC(=O)NNC(=O)c1ccc(Cl)cc1,0.082,-0.086,-0.28,0.21,1.5,515,1.4,2.3,11,-2%,-3,-10,i,-5,1%,i,-0.07,1382
CC1Cc2ccccc2N1C(=O)CN1C(=O)COc2ccccc21 (stereo unspecified),0.1,-0.18,-0.57,-0.75,-1.4,1335,3.2,2.1,0.3,-2%,-7,0,i,-2,-1%,i,-0.36,1483
CCOc1ccc(C(CC(=O)O)NC(=O)c2ccco2)cc1 (stereo unspecified),-0.72,-0.27,-0.43,1,-2.1,1253,3.1,2.6,4.9,-9%,15,10,i,1,-7%,i,0.32,1369

# Single records, from the list above. Screens in order: Dynein transport | Dynein transport cytoplasmic EGFP | Dynein transport nuclear GR-EGFP | Dynein transport cell count | bCat nuc transl | bCat nuc transl cell count 5 µM | MT stabilizer | MT stabilizer Hoechst-high % | MT stabilizer cytotoxicity % | PMI inhibition | WT yeast gro inh | WT yeast gro inh mutant strain | Autophagy mod | Autophagy mod cell loss 18 h | PMI inhibitors | Yfh1-depleted yeast | Insulin prom up | Insulin prom up cell count
# `COc1cc(/C=N/NC(=O)c2ccc(CN(C)S(=O)(=O)c3ccc(C)cc3)cc2)ccc1O` in the list: 0.21 | -0.34 | -0.034 | -0.62 | -1.5 | 1018 | 2.4 | 2.2 | 5.3 | 4% | 1 | 2 | i | -1 | 6% | i | -1.1 | 1322
# `NC(=O)c1ccc(-n2nnnc2SCc2ccccc2)cc1` in the list: 0.052 | -0.035 | 0.34 | -0.07 | -0.1 | 1101 | 4.6 | 3.1 | 0.6 | -1% | 7 | -3 | i | 14 | 3% | i | 0.42 | 1078

# More entries follow.
SMILES,Dynein transport,Dynein transport cytoplasmic EGFP,Dynein transport nuclear GR-EGFP,Dynein transport cell count,bCat nuc transl,bCat nuc transl cell count 5 µM,MT stabilizer,MT stabilizer Hoechst-high %,MT stabilizer cytotoxicity %,PMI inhibition,WT yeast gro inh,WT yeast gro inh mutant strain,Autophagy mod,Autophagy mod cell loss 18 h,PMI inhibitors,Yfh1-depleted yeast,Insulin prom up,Insulin prom up cell count
O=C(NCCN1CCN(Cc2ccccc2Cl)CC1)Nc1ccccc1,-0.16,-0.14,-0.56,-0.64,/,/,2.4,1.1,1.7,3%,0,-20,i,-4,12%,i,/,/
COc1cc(/C=C/C(=O)O)cc(Br)c1O,-0.37,-0.79,-0.52,0.44,-0.4,1318,/,/,/,/,/,/,/,/,/,i,-0.39,1099
COc1ccc(C(NC(=O)/C=C\c2ccco2)c2ccc(OC)c(OC)c2)cc1 (stereo unspecified),1,-0.0021,0.17,-0.25,-2.6,1029,3.9,1.5,6.2,8%,-2,15,i,17,3%,i,-0.6,1336
COC(=O)c1ccccc1NC(=O)c1cnn2cccnc12,-0.46,-0.21,0.28,0.64,-3.2,1106,2.9,1.7,2.5,-7%,-27,-15,i,15,-6%,i,-1.1,1628
CC1CCCC(NC(=O)COC(=O)Cc2c[nH]c3ccccc23)C1C (stereo unspecified),0.4,-0.028,0.32,-1.8,-1.6,1143,0.9,1.7,9.3,14%,16,17,i,-6,7%,i,-0.03,1405
O=C(COC(=O)CN1C(=O)C2CC=CCC2C1=O)Nc1cc(C(F)(F)F)ccc1N1CCOCC1 (stereo unspecified),3.7,0.28,2,-2.6,-1.2,1178,2.2,2.0,5.8,3%,-2,-5,i,13,-3%,i,-1.5,986
CCC(C)[C@H](N)c1nnc(SCc2cccc(F)c2)o1 (stereo partly specified),0.12,-0.13,0.025,-0.29,0.8,1097,1.0,1.6,7.4,-9%,10,0,i,-4,-5%,i,0.39,1015
CN(C)C(=O)CSc1nnc(C23CC4CC(CC(C4)C2)C3)o1,-0.7,-0.22,-0.55,0.55,-1.6,1061,3.3,2.1,4.6,2%,11,7,i,-3,2%,i,-0.84,1192
O=C(Nc1nccs1)C1C2CC3OC(=O)C1C3C2 (stereo unspecified),-0.35,-0.23,-0.27,1.1,/,/,2.5,2.5,4.8,6%,-9,0,i,-9,5%,i,-0.6,1290
CNC(=O)C(C)c1ncc(C(F)(F)F)cc1Cl (stereo unspecified),-0.71,-0.22,-0.15,0.4,0.5,1500,4.0,1.1,7.5,-11%,0,9,i,10,-13%,i,/,/
Cc1cccc(CSCCNC(=O)c2ccc(CN3CCOCC3)cc2)c1,-0.32,-0.33,-0.56,0.73,-1.8,987,3.4,3.1,8.7,-4%,5,-3,i,4,2%,i,0.12,1325
COc1cc(OC)c(CNC2CCCCCC2)cc1Br,1.7,-0.12,1.3,-1.7,-0.1,1051,3.8,2.2,7.0,-12%,12,-10,i,0,-3%,i,-0.55,1124

# Screens: PubChem BioAssay, several laboratories
